HSP90 inh = HSP90 refolding inhibition in rabbit reticulocyte lysate | luciferase refolding luminescence, 3 h | inhibition, % at 5.6 µM | 290,000 compounds, 0.91% hits;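 active = inhibition above the screen-wide mean plus 3 SD, computed separately per campaign, cut at about 16% in these data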;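 also: 0% = DMSO wells and 100% = 60 µM geldanamycin wells; inhibitors lower the luminescence because luciferase stays unfolded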
AI-2 QS modul = modulators of Vibrio harveyi AI-2 quorum sensing system; Vibrio harveyi JMH597 AI-2 luminescence/OD600 ratio, 9 h; active compounds read low; strain lacks LuxN and CqsS sensors; 0 = neutral-control median; activity change, % at 7.5 µM; 300,000 compounds, 0.4% hits; AID 2094; in the data active = activity change below about -75%, passing the limit was not always enough;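 also: luminescence divided by OD600 gain over 9 h not by final OD600 alone; inactives centre near 13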
HSF1 activator = increases HSF-1 driven luciferase reporter signal; NIH3T3-HGL HSF-1 luciferase reporter, MG132, 8 h; 100% = twice DMSO control signal; activation, % at 9 µM; 300,000 compounds, 1.7% hits;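 active = mean replicate activation of at least 50% with a set share of replicates each reaching 50%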;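 also: 0% = median of the neutral control wells and 100% = twice that signal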
KLF5 inhibitor = inhibitors of KLF5 expression; DLD-1 KLF5 promoter-luciferase reporter, luminescence; AID 1700; 290,000 compounds, 0.23% hits; inhibition, % at 5 µM;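 active = inhibition above a per-plate limit of that plate's mean compound inhibition plus 3 SD, cut at about 60% in these data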;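 also: 0% = DMSO wells and 100% = LY294002 at 200 µM; higher means less KLF5 promoter-driven luciferase light; inactives centre near -14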
GSK3A inh = inhibitors of human GSK-3 alpha kinase; P49840; ADP-Glo luminescence, 60 min; inhibition, % at 10 µM; 320,000 compounds, 0.1% hits;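 in the data active = inhibition above about 50%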;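 also: GST-tagged GSK-3 alpha with peptide substrate and 25 µM ATP; 0% = DMSO neutral wells and 100% = GW8510 positive control wells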
Target sequence (P49840 whole entry, looked up): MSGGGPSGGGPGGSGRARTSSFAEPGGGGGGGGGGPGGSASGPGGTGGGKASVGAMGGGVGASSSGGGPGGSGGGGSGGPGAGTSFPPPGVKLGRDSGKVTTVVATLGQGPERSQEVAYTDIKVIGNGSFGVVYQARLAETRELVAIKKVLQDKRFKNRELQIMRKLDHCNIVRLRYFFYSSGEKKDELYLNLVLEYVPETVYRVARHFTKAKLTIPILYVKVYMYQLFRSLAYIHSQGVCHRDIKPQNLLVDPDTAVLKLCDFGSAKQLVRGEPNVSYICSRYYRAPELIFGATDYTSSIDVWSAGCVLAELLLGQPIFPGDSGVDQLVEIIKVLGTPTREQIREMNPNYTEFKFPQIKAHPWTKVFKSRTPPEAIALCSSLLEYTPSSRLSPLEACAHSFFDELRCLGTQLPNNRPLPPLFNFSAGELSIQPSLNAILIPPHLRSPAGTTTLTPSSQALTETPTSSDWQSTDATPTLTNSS
HSF1 inhib = HSF1 inhibition; AID 2098; 300,000 compounds, 0.77% hits; activity change, negative = inhibition, % at 7.5 µM (by protocol); NIH3T3-HGL HSE-luciferase, MG132-induced, luminescence 8 h; active compounds read low;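 active = more than half of replicate wells show activity change below -50%, luminescence cut by over half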;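 also: luciferase reports HSF-1 transcriptional activity via heat shock element; 0% = median of DMSO wells and -100% = zero luminescence signal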
GSK3B inh = blocks human GSK3beta kinase activity; GST-GSK3beta kinase, ADP-Glo luminescence, 60 min; active compounds read low; activity score (negative = inhibition), % at 10 µM; 300,000 compounds, 0.038% hits; AID 2097;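 active = more than half of replicate wells score below -50%, meaning over 50% inhibition versus plate controls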;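 also: 0% = median DMSO wells and -100% = median GW8510 positive control wells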
Target sequence (P49841 whole entry, looked up): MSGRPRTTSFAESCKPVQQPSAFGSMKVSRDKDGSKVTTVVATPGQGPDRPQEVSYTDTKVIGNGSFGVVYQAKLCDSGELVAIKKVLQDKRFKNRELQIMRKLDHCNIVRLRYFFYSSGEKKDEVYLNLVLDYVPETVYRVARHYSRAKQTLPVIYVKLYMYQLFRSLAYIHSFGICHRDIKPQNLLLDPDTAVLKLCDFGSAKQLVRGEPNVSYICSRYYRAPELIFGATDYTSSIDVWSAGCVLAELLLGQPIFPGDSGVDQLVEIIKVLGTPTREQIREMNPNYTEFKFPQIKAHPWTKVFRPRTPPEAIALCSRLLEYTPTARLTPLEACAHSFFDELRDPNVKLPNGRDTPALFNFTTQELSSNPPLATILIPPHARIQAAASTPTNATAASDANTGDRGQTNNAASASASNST
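Test system – GST-tagged human GSK3beta kinase, cell-free · Incubation – 60 min enzyme reaction, room temperature · Signal – ADP-Glo luminescence · Also added – peptide substrate and ATP at 25 µM · Controls – DMSO neutral wells and GW8510 at 20 µM as positive · Buffer or medium – Tris/MgCl2 kinase buffer · Measure – Luminescence-derived activity versus plate DMSO and GW8510 wells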
IEC-6 tox = kills IEC-6 intestinal cells in KLF5 counter-screen | IEC-6 cytotoxicity, luminescence viability | inhibition, % at 5 µM | 290,000 compounds, 0.78% hits | AID 1825; in the data active = inhibition above about 22%;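 also: 0% = plate median of test compound wells and 100% = cytotoxic reference compound wells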
aSyn 5UTR inh = 5' untranslated region of α-synuclein, MLPCN primary screen. inhibition, % (tested at 7.5 µM). alpha-synuclein 5'UTR reporter, inhibitor activity. AID 1813. 300,000 compounds, 0.82% hits; in the data active = inhibition above about 60%;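 also: H4 neuroglioblastoma cells stably carrying SNCA 5'UTR luciferase fusion; 0% = DMSO wells and 100% = positive control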
HIF activator = HIF pathway transcriptional activation; U2OS HRE-luciferase reporter, luminescence; normalized: DMSO 0%, desferrioxamine 100%; activation, % at 7.5 µM (by protocol); 300,000 compounds, 0.32% hits; AID 1910;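 active = mean activation of at least 10% of the iron chelator positive control signal, with at least half of replicates also reaching 10%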
Starred values were filed as active, the others as inactive; . = no result given.

Every second line gives: HSP90 inh, AI-2 QS modul, HSF1 activator, KLF5 inhibitor, GSK3A inh, HSF1 inhib, GSK3B inh, IEC-6 tox, aSyn 5UTR inh, HIF activator
> O=C(COc1cccc2ccccc12)Nc1cc(S(=O)(=O)N2CCOCC2)ccc1N1CCOCC1
  -5, 7, 12, -24, -2, 5, -2, -5, -5, -1.3
> COCCNC(=O)c1c[nH]c2ccc(S(=O)(=O)Nc3ccccc3F)cc2c1=O
  3, 8, 2, -10, 3, -3, 2, -7, -7, -28
> Cc1noc(C)c1S(=O)(=O)N(CC(=O)N1CCCC1)c1ccc(C(C)C)cc1
  2, 18, -8, -19, -4, 6, 0, -1, 24, .
> Cc1c(CCO)c(=O)[nH]n1S(=O)(=O)c1ccc(Cl)cc1Cl
  1, 15, -7, -6, -3, -5, 1, 1, 2, -0.4
> COc1cccc(OC)c1C(=O)Nc1ccccc1C(=O)N1CCCC1
  -6, 34, -2, -36, -3, -6, 1, -6, -5, -0.3
> O=C(NCC1CCCO1)C1CCN(C2CCN(C(=O)Cc3ccsc3)CC2)CC1 (stereo not drawn)
  -1, 18, -2, -24, -1, -5, 5, -3, -42, -0.1
> CCN(CC)C1CCN(C(=O)CCn2nnnc2CN2CCOCC2)C1 (stereo not drawn)
  2, 11, 29, -30, -1, -7, 2, -4, -15, -0.5
> Cc1cccc(/C=C/C(=O)c2ccc(NC3=NCCCS3)cc2)c1
  0, 18, 74*, 4, 1, 44, 1, -2, -220, 4.1
> CCN1CCN(C(=O)c2ccc(CN(c3ccc(C)c(C)c3)S(C)(=O)=O)cc2)CC1
  4, -3, 2, -23, -3, -5, -1, 4, -1, -0.5
> CS(=O)(=O)N1CCC(C(=O)Nc2ccc(Cl)c(C(F)(F)F)c2)CC1
  -1, 18, 1, -47, 3, 4, 0, 6, 0, -0.5
> CCN(CC)C(=O)CSc1n[nH]c(=S)n1N
  1, 24, 41, -19, -4, 20, 1, 10, 3, 0.5
> CN(C)C(=O)c1nc2ccc(Cl)cn2c1CN1CCCC(OCc2ccccc2)C1 (stereo not drawn)
  -1, 13, 3, -26, -1, 1, 2, -5, -4, -0.4
> COc1ccc(C(=O)NC(=S)NNC(=O)c2ccc(NC(=O)C(C)C)cc2)cc1
  -4, 11, -4, -27, 2, -5, 2, -3, -15, -0.5
> NC(=O)Nn1c(CCC(=O)O)ccc1-c1ccc(Cl)cc1
  4, 29, 1, 3, 3, -1, -2, -2, -5, -0.8
> Cc1cnnn1-c1ccc(C(=O)CCl)cc1
  1, 33, 4, -18, 1, -1, 0, 4, -2, 0.3

Reformatted with each value named: two of the compounds above.
Cc1c(CCO)c(=O)[nH]n1S(=O)(=O)c1ccc(Cl)cc1Cl
  HSP90 inh = 1; AI-2 QS modul = 15; HSF1 activator = -7; KLF5 inhibitor = -6; GSK3A inh = -3; HSF1 inhib = -5; GSK3B inh = 1; IEC-6 tox = 1; aSyn 5UTR inh = 2; HIF activator = -0.4
COCCNC(=O)c1c[nH]c2ccc(S(=O)(=O)Nc3ccccc3F)cc2c1=O
  HSP90 inh = 3; AI-2 QS modul = 8; HSF1 activator = 2; KLF5 inhibitor = -10; GSK3A inh = 3; HSF1 inhib = -3; GSK3B inh = 2; IEC-6 tox = -7; aSyn 5UTR inh = -7; HIF activator = -28

More records
Every second line gives: HSP90 inh, AI-2 QS modul, HSF1 activator, KLF5 inhibitor, GSK3A inh, HSF1 inhib, GSK3B inh, IEC-6 tox, aSyn 5UTR inh, HIF activator
> CN1CCN(C(=O)C2=C[C@@H](c3coc4ccccc4c3=O)C[C@@H](OCc3ccc(CO)cc3)O2)CC1
  13, 14, -14, -2, -3, -4, 0, -1, -1, -2.3
> Cc1cc(C(=O)Nc2ccc(S(=O)(=O)N3CCOCC3)cc2)c(C)o1
  0, 28, 2, -6, -1, -1, -24, -2, -14, -0.3
> O=C1NCCN/C1=C\C(=O)c1ccc(F)cc1
  -2, 75, -8, -29, 2, 2, 1, 0, -81, 2.1
> COC(=O)c1ccccc1NC(=O)N1CCN(C/C=C/c2ccccc2)CC1
  7, 29, -11, -27, -1, -4, 3, -1, 8, 0.1
> Cc1ccccc1NC(=O)C1CCCN(c2ncnc3onc(-c4ccc(F)cc4)c23)C1 (stereo not drawn)
  4, 22, 38, 0, 2, 0, 3, 3, 19, -0.6
> OC(CON=C1c2ccccc2-c2ccccc21)CN1CCNCC1 (stereo not drawn)
  -3, -8, -1, -8, 1, 4, -1, 0, -49, -1.2
> CCOc1ccc(NCC(=O)Nc2ccc(Cl)cc2C)cc1
  -1, 17, -7, -41, 5, -10, -7, -2, -11, -1.2
> CN(C(=O)CCOc1ccccc1)c1c(N)n(Cc2ccccc2)c(=O)[nH]c1=O
  ., -1, 7, ., ., -2, 0, ., 17, -0.5
> CCN(C(=O)CSc1nncs1)c1c(N)n(Cc2ccccc2)c(=O)[nH]c1=O
  1, 10, -3, -43, -2, -6, 2, 2, -39, 0.0
> Cn1c(=O)cc(OCC(=O)NCc2cccs2)c2ccccc21
  0, 8, 17, -5, 3, -8, 0, 0, -5, 0.1
> COc1ccc(-c2nn(CCC(=O)O)cc2/C=C2\SC(N)=NC2=O)cc1
  -2, 24, -14, 33, 0, -1, 0, -2, -2, 0.1
> N#Cc1ccc(-c2nc3ccccc3c(=O)n2O)cc1
  0, 36, 7, 1, 1, -3, 4, 1, 4, -19
> CN(C)Cc1c(C(=O)N/N=C/c2cccc(OCc3c(F)cccc3Cl)c2)nnn1-c1nonc1N
  1, 27, 47, -12, 1, 8, 5, -8, -15, -0.1
> COc1cc([N+](=O)[O-])ccc1NC(=S)NCc1ccccn1
  2, 10, 48, -18, 0, 18, 1, 3, -30, 0.0
> CC(NC(=O)C1CC1)C(c1cccs1)N1CCN(c2ccccc2)CC1 (stereo not drawn)
  2, 5, 34, -10, -1, 14, 0, 0, -33, 0.0

Next results:
Every second line gives: HSP90 inh, AI-2 QS modul, HSF1 activator, KLF5 inhibitor, GSK3A inh, HSF1 inhib, GSK3B inh, IEC-6 tox, aSyn 5UTR inh, HIF activator
> CCOc1ccc(-c2nc(CSc3nnc(N)s3)cs2)cc1
  -1, 20, 62*, -40, 0, 34, 2, 8, -90, 2.6
> O=C1CCN(C(=O)Nc2ccccc2)N1
  0, 11, -5, -1, -4, 2, 0, 5, 15, 0.3
> Cc1nc(C)c(-c2csc(Nc3ccccn3)n2)s1
  4, -21, 43, -155, 1, 24, -3, 3, -85, 1.9
> Nc1nc(N2CCCCC2)nc2ccccc12
  -2, 27, 30, 1, 0, 5, 0, 1, -7, 0.2
> O=C(NCc1ccc(F)cc1)C1CCN(c2cnccn2)CC1
  -3, -6, 0, -38, 1, -9, 1, 2, -15, 0.0
> Cc1cccc(C)c1OCc1cc(C(=O)N2CCN(C3CCCC3)CC2)no1
  -2, 2, 14, -82, -4, 5, -1, 0, -57, 1.8
> O=C(N/N=C/c1c[nH]c2ccccc12)c1ccn[nH]1
  0, 26, 2, -46, 1, -1, 1, 4, -56, 1.2
> CCc1cc(-c2n[nH]c(=S)n2-c2ccccc2C)cs1
  1, -6, 11, -31, 0, -1, 1, -4, 7, 0.3
> COc1cc(/C=N/n2cnn(Cc3ccccc3Cl)c2=S)cc(OC)c1OC
  4, 15, 3, 8, -1, 0, 2, 3, 26, -0.4
> CCC(C)n1c(SCC(=O)Nc2cc(C(C)(C)C)nn2-c2ccccc2)nc2ccccc2c1=O (stereo not drawn)
  2, 35, 16, -1, -2, -6, 4, -1, 12, -0.2
> COC(=O)c1cc2sc(Cl)cc2n1CC(=O)Nc1ccc(OC)c(OC)c1OC
  0, 12, 21, -4, 1, -1, 1, 13, 4, 0.0
> C=CCOc1ccc(Br)cc1CNC(C)(C)CO
  2, 9, 4, -7, 0, 7, 3, -5, -5, -0.1
> O=C1CCc2cc(S(=O)(=O)NCc3ccc(F)cc3)cc3c2N1CCC3
  ., 3, 30, ., -2, 1, 2, ., 5, -0.1
> Cc1[nH]n(-c2ccccc2)c(=O)c1C(c1ccccc1C(=O)O)c1c(C)[nH]n(-c2ccccc2)c1=O
  3, 25, -12, 10, 0, -1, 1, 4, 3, 0.1
> COC(=O)c1sccc1NC(=O)Cc1ccc(OC)c(OC)c1
  -3, 1, 3, -47, 2, -3, -1, -9, 7, 0.2

(more compounds)
Every second line gives: HSP90 inh, AI-2 QS modul, HSF1 activator, KLF5 inhibitor, GSK3A inh, HSF1 inhib, GSK3B inh, IEC-6 tox, aSyn 5UTR inh, HIF activator
> CC(C)(C)c1nnc(SCC(=O)c2ccccc2)n(N)c1=O
  -2, 18, 12, -36, 1, 8, -1, 6, -37, 1.0
> CCn1c(COc2cccc(OC)c2)nnc1SCC(=O)NCC1CCCO1 (stereo not drawn)
  -2, 2, 10, -40, 2, 11, 1, -5, 2, -0.1
> COC(=O)Cn1cnc2c(C#N)c3n(c2c1=O)CCCC3
  -2, 7, 1, -13, 0, 6, 1, -2, 9, 0.1
> COC(=O)CNC(=O)CSc1nc2sccc2c(=O)n1-c1ccccc1
  -1, 28, 3, -9, -1, 6, 2, 1, 24, 0.1
> O=C(CCc1nc2ccccc2s1)N1CCN(c2ccccc2)CC1
  4, 22, 3, -12, -1, 1, 5, 0, 10, -0.2
> Cc1ccccc1-n1c(SCC(=O)NCc2cccs2)nc2ccccc2c1=O
  0, 8, 15, -13, -2, 2, -1, 1, 6, -0.2
> O=C(Nc1cccc(Cl)c1)C1C2CCC3C(CCC21)C3(Cl)Cl (stereo not drawn)
  -1, 35, 9, -11, -1, 4, 1, 8, -18, 0.1
> O=C(COC(=O)C1=COCCO1)Nc1ccc2c(c1)OCO2
  -1, 15, -72, -16, -3, -63*, -2, 4, -22, -0.2
> COc1ccc2c(c1)[nH]c1c(=O)n(/N=C/c3ccc(OC)c(CN4CCCC4)c3)cnc12
  -1, 3, -3, 3, 0, 3, -1, 3, -33, 1.0
> Cc1ccc(SC/C(O)=C(\C#N)c2nc3ccccc3s2)cc1
  3, 10, 47, 6, ., 15, 4, 1, -1, -0.2
> COc1ccc(N2CCN(C(=O)CCS(=O)(=O)c3ccc(OC)cc3)CC2)cc1
  -2, 14, -7, -22, 1, 2, 3, -4, 13, -0.2
> O=C(O)/C(=C/c1ccco1)c1ccccc1
  1, 0, -4, -36, 0, -4, 2, -4, 8, -0.2
> Oc1ccc(Nc2ncnc3ccccc23)cc1
  -3, 7, -30, -12, 2, -13, -3, 4, 4, 0.5
> COc1ccc(CNC(=O)CN(Cc2ccc(F)cc2)C(=O)c2csnn2)cc1
  4, 28, 0, -14, 0, -8, 1, 3, 15, 3.4

Screening data deposited in PubChem BioAssay by several laboratories.
